pAkt inh – Akt phosphorylation inhibition. 360,000 tested, 0.32% active. Neuro2A IGF-stimulated pAkt S473 HTRF, 20 min; stronger effect = lower value. activity change, % for hits at 50 µM; in the data active = activity change below about -80%; inconclusive = mostly about -51% to -80%; note: % is set by controls: 0 for no effect and ±100 for the full control effect
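Neuro2A cells in DMEM with 0.5% FBS, overnight at 37 deg C, given compound at single 50 µM final, then IGF (6 nM final) for 20 min at 37 deg C. Lysed; phospho-Akt Ser473 by HTRF after 24 h, 665/615 ratio.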
MmCpn inh – inhibitors of Methanococcus maripaludis chaperonin (MmCpn) | Potency, µM (series often up to 76.9 µM), inactives show at the top dose activity, negative = inhibition, most hits filed as inhibitors | purified Mm-Cpn ATPase, ADP Transcreener TR-FRET | 330,000 tested, 0.031% active; note: potency is the fitted concentration of half-maximal effect; % is set by controls: 0 for no effect and ±100 for the full control effect; nearly all actives have a fitted effect of over 80% in size
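Quantitative HTS used 25 nM Mm-CPN and 10 uM ATP in magnesium/KCl Tris buffer, pH 7.4, with 1 mM DTT. Hydrolysis ran 30 min at 37°C; ADP was read by HTRF.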
HepG2 viability – kills HepG2 cells in TGF-b inhibitor counter-screen | HepG2 CAGA-GFP viability, ATP luminescence, 18 h | Potency, µM (series often up to 46.1 µM), for inactives: top-dose activity change, negative = cytotoxicity, hits mostly cytotoxic | 410,000 tested, 0.76% active | AID 588856; note: potency is the fitted concentration of half-maximal effect; some results filed as inactive show a strong effect at the top dose
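CellTiter-Glo luminescence gave cytotoxicity after 18 hours at 37 degrees C. The cells were HepG2 CAGA-GFP in 1% FBS DMEM, stimulated with 500 pg/mL TGF-beta after compound addition. %Activity was normalised to no-cell wells (complete cell-killing) and DMSO (no toxicity), and curves were fitted and classified.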
Nrf2 activator – Nrf2 pathway activation; Potency, µM (top dose mostly 46.1 µM), inactives show at the top dose activation, usual class: activators; AREc32 ARE-luciferase reporter (MCF7-derived line), luminescence, 24 h; 410,000 tested, 0.31% active; note: potency is the fitted concentration of half-maximal effect; % of control where 0% means no effect; nearly all actives have a fitted effect of over 65% in size
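Steps: seed AREc32_Fluc cells (1000/well, 5% FBS OPTI-MEM); incubate overnight at 37 deg C; add 23 nL compound; incubate 24 hr; add Steady-Glo; hold 30 min RT; read luminescence.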
A549 tox – kills or reduces viability of A549 cells in Nrf2 counter-screen; A549 ARE-Fluc cells, CellTiter-Fluor viability, 18-24 h; 390,000 tested, 0.16% active; Potency, µM (top dose mostly 46 µM), for inactives: at the top dose activity change, negative = cytotoxicity, usual class: inhibitors; AID 504648; note: potency is the fitted concentration of half-maximal effect; % is set by controls: 0 for no effect and ±100 for the full control effect
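A549 ARE_Fluc cells in 5% FBS OPTI-MEM were exposed to compounds in concentration-response for 18-24 h at 37 deg C. Viability was read by CellTiter-Fluor fluorescence (Ex 405/Em 525) after 30 min, before the luciferase read.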
S2 tox – cell viability loss in ATXN counter-screen | S2 cells (HEK-293 line with an ATXN2-luciferase reporter) viability, CellTiter-Fluor protease fluorescence, 24 h | Potency, µM (highest dose often 56.7 µM), usual class: cytotoxic | 400,000 tested, 0.49% active | AID 651635; note: potency is the fitted concentration of half-maximal effect; nearly all actives have a fitted effect of over 40% in size
Nrf2 inh – Nrf2 pathway inhibition | 360,000 tested, 2.1% active | AID 504444 | Potency, µM (titrated, usually from 46 µM), without a hit: at the top dose activity change, negative = inhibition, usual class: inhibitors | A549 ARE-Fluc reporter, luciferase luminescence, 18-24 h; note: potency is the fitted concentration of half-maximal effect; % is set by controls: 0 for no effect and ±100 for the full control effect; nearly all actives have a fitted effect of over 60% in size
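In this cell-based qHTS, ARE-driven firefly luciferase in A549 cells reports Nrf2 activity; the luminescent signal after BugLite lysis is the measured value, with a prior CellTiter-Fluor read for cell health.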
CCT chaperon mod – changes cytosolic chaperonin activity; 360,000 tested, 0.3% active; purified chaperonin ATPase assay, HTRF ADP detection, 30 min; AID 651819; activity change, % (concentration not given with the values), hits read low; in the data active = activity change below about -30%; note: % is set by controls: 0 for no effect and ±100 for the full control effect
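We incubate TRiC, 40 or 20 nM final, with library compounds at 76 uM and 10 uM ATP for 30 min at 37 °C. ADP formed is detected with Transcreener HTRF reagents after 30 min at room temperature.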
TGFb SMAD3 inh – blocks TGF-b signaling. HepG2 CAGA-GFP TGF-b/SMAD3 reporter, GFP fluorescence, 18 h; TGF-beta stimulated, 500 pg/mL final. Potency, µM (titrated, usually from 46.1 µM), for the others: at the top dose activity, negative = inhibition, actives largely listed as inhibitors. 410,000 tested, 1.2% active. AID 588855; note: potency is the fitted concentration of half-maximal effect; % is set by controls: 0 for no effect and ±100 for the full control effect; nearly all actives have a fitted effect of over 65% in size
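Cell-based qHTS in HEPG2 carrying a CAGA-GFP Smad reporter; compounds added before 500 pg/mL final TGF-beta, 18 h incubation at 37 degrees C, GFP fluorescence quantified per cell by imaging cytometry.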
* marks the source's active call; other numbers are inactive results; i = inactive; ? = inconclusive; · = no result given; & = joins results of further samples; ! = not confirmed by another sample. Unless noted, calls come from the whole dose curve; as a rule, active = well fitted curve in the direction sought with a large enough effect; inconclusive = small, poorly fitted or top-dose-only effect, or another doubt; inactive = no such curve, though single readings can be large; an effect the other way counts as inactive or inconclusive.

SMILES | HepG2 viability | A549 tox | MmCpn inh | CCT chaperon mod | TGFb SMAD3 inh | Nrf2 inh | S2 tox | Nrf2 activator | pAkt inh
COc1ccc(Cn2c(C)c(C)c(C#N)c2NC(=O)Nc2cccc(C)c2)cc1 | -29% | ? | 0% | 0.9 | -2% | ? | ? | 4.1% | i
O=C1C=C(c2cccc(OCc3ccccc3)c2)C[C@@H](c2ccc3c(c2)OCO3)C1 | -1% | ? | 1% | -2.9 | 10% | 4% | i | 1.7% | i
COc1cnc(SCCC(F)=C(F)F)[nH]c1=O | 8% | 1% | 2% | 0.1 | 12% | -1% | i | 0.2% | i
Cc1cccc2c(N=O)c(O)n(CCc3ccccc3)c12 | -47% | -7% | 3% | -1.3 | -28% | 0% | ? | 0.6% | i
COc1cc(OC)c(N(C)S(=O)(=O)c2cccc(C(=O)NC3=NCCS3)c2)cc1Cl | 2% | -14% | 0% | -0.8 | -1% | -17% | i | -0.6% | i
CCc1cccc(OCC(=O)Nc2ccc(C)c(S(=O)(=O)N3CCCCCC3)c2)c1 | -2% | -6% | 2% | 0.5 | ? | ? | i | 0.0% | i
O=C1Nc2cc(C(=O)N3CCOCC3)ccc2S/C1=C\c1ccccc1 | -21% | 1% | -13% | 0.3 | -23% | 8% | i | 6.7% | ·
Cc1cc(Cl)ccc1OCCCC(=O)N/N=C/c1cccc([N+](=O)[O-])c1 | 5% | 5% | -3% | -0.5 | -6% | -30% | i | 0.6% | i
C=CC[C@@H](CC(=O)N[C@@H](CO)Cc1ccccc1)C(=O)NCCOC(=O)[C@@H](CC=C)CC(=O)OC(C)(C)C | 0% | -4% | 1% | -1.2 | 13% | 9% | i | 3.3% | i
COc1ccccc1NCc1nnc2n1CCCCC2 | -5% | 7% | · | · | -18% | · | i | -1.1% | ·
CC(=O)c1cccc(-n2c(CCC(=O)O)ccc2-c2ccccc2)c1 | 15%&-2% | -1%&-3% | 0% | -2.5 | 28%&-35% | -9%&-2% | i | 5.7%&14% | i
C[C@@H]1CN([C@@H](C)CO)C(=O)c2cc(NC(=O)Nc3ccc4c(c3)OCO4)ccc2O[C@H]1CN(C)S(=O)(=O)c1ccc(F)cc1 | 2% | 3% | -3% | -0.3 | 0% | -5% | i | -0.5% | i
O=C(NC(=S)Nc1ccccc1N1CCCCC1)c1ccc(F)cc1Cl | -5% | 9% | 0% | 0.8 | ? | ? | i | 6.1% | i
CSc1ccc(CN(C)CC(=O)Nc2ccc(C)cc2Br)cc1 | -35% | -2% | 0% | 0.4 | 0% | -23% | · | 0.3% | i
O=C(O)c1cccc(N2C(=O)c3cccc4cccc(c34)C2=O)c1 | -22% | 3% | -15% | -0.5 | 0% | -6% | i | 1.8% | i
Cc1cccc(-c2noc(CN(C)C(=O)c3ccc4c(c3)OCO4)n2)c1 | -26% | -13% | 7% | -0.3 | 4% | ? | i | -0.1% | i
O=C(NCCCc1ccccc1)c1nn(-c2ccccc2)nc1CO | -15% | 0% | · | · | 0% | -26% | · | 0.1% | ·
CCOC(=O)N1CCC(NC(=O)c2ccc3snnc3c2)CC1 | -11% | -7% | 0% | -0.5 | 12% | -11% | i | 0.4% | i
COc1ccc(CNC(=O)CS(=O)CC(=O)O)cc1OC (stereo unspecified) | -3% | 0% | -2% | -2.9 | 3% | -7% | i | 0.1% | i
O=C(CN1C(=O)C(=O)N(C2CCCC2)C1=O)Nc1ccc(F)cc1F | 16% | 1% | 2% | 0.8 | 3% | 13% | i | -0.1% | i
COc1ccc(C(=O)NC2CCC(O)CC2)cc1S(=O)(=O)NCc1ccc(Cl)cc1 (stereo unspecified) | -21% | 10% | 2% | -0.5 | -14% | 2% | i | -0.3% | i
O=[N+]([O-])c1ccccc1S(=O)(=O)Oc1ccccc1/C=N/n1cnnc1 | -3% | -4% | 2% | -3.0 | -3% | -16% | i | ? | i
Cc1oc2ncn(C)c(=O)c2c1C(=O)N(C)c1ccccc1F | 1% | 12% | · | · | 2% | ? | i | -0.8% | ·
O=C(O)C1CC=CCC1C(=O)N1CCc2ccccc21 (stereo unspecified) | -82% | 12% | 0% | 1.1 | 4% | -9% | i | 0.4% | i
Cc1ccc(CN2CCN(Cc3cnc(N(C)C)s3)CC2CCO)o1 (stereo unspecified) | 18% | 6% | -1% | 0.9 | 0% | 0% | i | 0.3% | i
Cc1cc2[nH]c(=O)c(=O)[nH]c2cc1S(=O)(=O)NCc1ccc(F)cc1 | 4% | 6% | · | · | 6% | 79% | i | 1.5% | ·
COC(=O)N[C@H](c1ccccc1)[C@@]1(C)C[C@@H]1[C@@H](C)C(=O)Nc1ccc2ccccc2c1 | 0%&-2% | ? | · | -1.0 | -1%&-18% | 18µM*! | i | 0.2% | i
CCCOc1ccccc1C1NC(=O)NC(C)=C1C(=O)OCCOC (stereo unspecified) | 9% | -1% | 1% | -0.1 | 16% | 4% | i | -0.6% | i
Cc1ccc(NC(=O)c2sc(-n3nc(C)c(Cc4ccc5c(c4)OCO5)c3C)nc2C)cc1Cl | -1% | 0% | · | · | 0% | 23% | i | -0.3% | ·
Cc1ccc(Cl)c2c1NC(=O)C2(O)CC(=O)c1ccc(F)cc1 (stereo unspecified) | -3% | 0% | 1% | 0.4 | ? | -3% | i | -0.4% | i

Filtered by structure, the compounds so far with an aryl thioether with sulfur outside any ring
SMILES | HepG2 viability | A549 tox | MmCpn inh | CCT chaperon mod | TGFb SMAD3 inh | Nrf2 inh | S2 tox | Nrf2 activator | pAkt inh
COc1cnc(SCCC(F)=C(F)F)[nH]c1=O | 8% | 1% | 2% | 0.1 | 12% | -1% | i | 0.2% | i
CSc1ccc(CN(C)CC(=O)Nc2ccc(C)cc2Br)cc1 | -35% | -2% | 0% | 0.4 | 0% | -23% | · | 0.3% | i

The results go on.
SMILES | HepG2 viability | A549 tox | MmCpn inh | CCT chaperon mod | TGFb SMAD3 inh | Nrf2 inh | S2 tox | Nrf2 activator | pAkt inh
O=C(NCc1ccncc1)C(=O)Nc1ccc2c(c1)OCO2 | 6% | 1% | -1% | -1.5 | 7% | 11% | i | 0.8% | i
CN1C(=O)[C@H]2[C@@H](c3ccc(C(F)(F)F)cc3)N[C@]3(CCCN(CC4CCCCC4)C3=O)[C@H]2C1=O | -31% | · | · | 0.0 | 1% | · | i | 0.0% | i
Cc1c(Cl)cccc1NC(=O)NCc1ccccn1 | 11% | 12% | -1% | -1.2 | 13% | 2% | i | 0.3% | i
COc1cccc(NC(=O)Cn2c(=O)ccc3cc(S(=O)(=O)N4CCC(C)CC4)ccc32)c1 | -19% | 5% | · | · | -2% | · | i | -0.9% | ·
O=C(NC1CCCCC1)C(CCc1ccccc1)N1CCc2ccccc2C1 (stereo unspecified) | -12% | · | · | 1.1 | 10µM* | · | i | 0.0% | i
CC(C)c1ccc2nc(SCC(=O)NCC3CCCO3)c(C#N)cc2c1 (stereo unspecified) | 18% | -2% | 0% | 0.4 | -1% | ? | i | -0.2% | i
CCCCOc1ccc(NC(=O)[C@@H]2CCCN2C(=O)C2CCN(S(=O)(=O)c3ccc(C)cc3)CC2)cc1 | -15% | 1% | 2% | 0.8 | 16% | -6% | i | 1.5% | i
COc1ccc(S(=O)(=O)N2CCCCC2)cc1NC(=O)C1CC1 | 9% | 0% | 2% | -1.4 | 23% | 2% | i | -0.4% | i
CCOCCCn1c(-c2ccc(Cl)cc2)n[nH]c1=S | -4% | 1% | 0% | -2.3 | -1% | -16% | i | -0.3% | i
COc1cc(OC)c(NC(=O)N2CCC(CN3CCOCC3)CC2)cc1Cl | 19% | -19% | · | · | 7% | 1% | · | -0.5% | ·
COc1cc(N=Nc2ccc(C(=O)N(C)C)cc2)c(C)cc1N | -9% | 0% | · | -1.5 | 16% | ? | i | 9.7% | i
COc1ccc(-n2nnnc2C(c2cc3ccccc3o2)N2CCN(C/C=C/c3ccccc3)CC2)cc1 (stereo unspecified) | -17% | · | · | -1.6 | 2% | · | ? | 4.5% | i
CCN1CCN(C(=O)c2ccc(CS(=O)(=O)Cc3ccccc3C)o2)CC1 | -23% | 11% | 1% | 0.2 | -1% | 1% | i | -0.5% | i
O=C(N/N=C/c1cc(Br)c(O)c(Br)c1)C1CC1 | 20% | 1% | 1% | 0.9 | 12% | 2% | i | 0.1% | i
O=C(NC(=S)N1CCCc2ccccc21)c1ccc(Cl)cc1 | -23% | -2% | -3% | -1.7 | 0% | 24% | i | 16% | i
COC(=O)C1=C(C)NC(=S)NC1c1ccc(-c2ccccc2C(=O)OC)o1 (stereo unspecified) | 9% | -16% | -8% | -0.2 | -31% | -16% | i | 4.1% | i
CSc1nc2c([nH]c3ccccc32)c(=O)n1-c1ccc(F)cc1 | -6% | 13% | · | · | 6% | · | i | 1.6% | ·
Cc1cc(NC(=O)C(C)SCC(=O)Nc2cccc(S(=O)(=O)N3CCCCCC3)c2)no1 (stereo unspecified) | -20% | -1% | · | -0.4 | ? | ? | i | 0.0% | i
CCN(CC)S(=O)(=O)c1ccc2c(c1)[nH]c(=S)n2CC | -5% | 1% | 4% | -0.7 | -10% | 3% | i | 5.3% | i
COc1ccc(C(=O)N2CCN(c3ncccn3)CC2)cc1 | -9% | 2% | 2% | -1.4 | 4% | -11% | i | -0.3% | i
O=C(COC(=O)C1=COCCO1)Nc1ccc2c(c1)OCO2 | -3% | -4% | 4% | 0.4 | -3% | 13% | i | 3.1% | i
Cc1ccsc1CCNC(=O)C1CCC(=O)N(CCc2cccc(F)c2)C1 (stereo unspecified) | -2% | 7% | 2% | 0.5 | -1% | ? | i | 3.2% | i

From PubChem

Outcome played no part in choosing rows; 4.4% or so of the library scored in one or more.
